IL1B NFkB inh = blocks IL-1B driven NFkB nuclear translocation in HUVEC cells. HUVEC IL-1B NFkB p65 nuclear translocation imaging. inhibition, % at 2 µM. 94,000 tested, 0.43% active. AID 796;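 active = inhibition above about 30% together with a positive call from visual inspection of the well image, limit read from the data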;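 also: nuclear over cytoplasmic p65 intensity ratio measured by imaging; 0% = IL-1B stimulated DMSO wells and 100% = unstimulated DMSO wells; values of inactives mirror those of a sister screen read the other way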
PLAP inhibitors HTS = inhibition of human placental alkaline phosphatase – biochemical, luminescence, HTS (AID 690); inhibition, % at 20 µM; hits with a dose series show IC50 in µM; 96,000 tested, 0.08% active; purified PLAP, luminescent substrate; higher % means a stronger effect; in the data active = a potency from the dose series; inactive = the rest, 99 in 100 with inhibition below about 30%; also: strong numbers were not always called active
MRP reversal = compounds reversing MRP-mediated drug resistance. differential viability (reversal), % at 10 µM. 85,000 tested, 0.04% active. H69AR cells + 2 uM doxorubicin, CellTiter-Glo, 72 h;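 active = viability drop by adding the cancer drug above about 55%, with treated viability meeting a 40% cutoff, limit read from the data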;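 also: viability without doxorubicin minus viability with 2 µM doxorubicin for each compound; larger differential means the compound sensitizes cells more to doxorubicin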
IL1B NFkB pot = enhances IL-1B driven NFkB nuclear translocation | HUVEC IL-1B NFkB p65 nuclear translocation imaging | activation, % at 2 µM | 94,000 tested, 0.3% active;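 active = activation above 40%, about the mean plus 3 SD, also judged a hit on visual image review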;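 also: percent activation is computed from the nuclear over cytoplasmic p65 intensity ratio; values of inactives mirror those of a sister screen read the other way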
Bcl-B displacement = displacers of TR3 peptide from Bcl-B, primary screen, selectivity assay for Bfl-1 inhibitor project, biochemical, fluorescence polarization. FP displacement of FITC-TR3 peptide from Bcl-B; higher % means a stronger effect. one-dose displacement, % at 20 µM; IC50 in µM for titrated hits. 96,000 tested, 0.11% active;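 active = displacement above 50% at 20 µM plus a fluorescence interference ratio under 1.5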;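 also: plate controls were wells without compound for no effect and wells lacking Bcl-B protein for full effect; a part of the inactive calls stands beside numbers as strong as those of hits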
MRP reversal cytotoxicity = also measured in MRP reversal; calls as there; viability, %; H69AR cells, CellTiter-Glo, 72 h; measured here: cytotoxicity without doxorubicin
MRP reversal with doxorubicin = also measured in MRP reversal; calls as there; viability, %; measured here: viability with 2 uM doxorubicin; hits give low values
IL1B NFkB inh cell count 2 µM = second read-out of IL1B NFkB inh, no call of its own (marks repeat the call); cell count; measured here: cells passing quality filter;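 raw number of nuclei counted in each imaged well without normalization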
IL1B NFkB pot cell count 2 µM = recorded beside IL1B NFkB pot, whose call it bears; cell count; measured here: cells passing quality filter
* = called active by the depositor; / = no result given.

SMILES | IL1B NFkB inh | IL1B NFkB inh cell count 2 µM | PLAP inhibitors HTS | MRP reversal | MRP reversal cytotoxicity | MRP reversal with doxorubicin | IL1B NFkB pot | IL1B NFkB pot cell count 2 µM | Bcl-B displacement
CC(C(=O)NCc1cccs1)n1cccc1 (stereo not drawn) | 1 | 94 | 10% | -1 | 87 | 88 | -1 | 94 | -5%
O=C(Nc1ncc(Cc2ccccc2)s1)c1cccs1 | -7 | 203 | 14% | -3 | 69 | 72 | 7 | 203 | -2%
O=C(Nc1ccccc1)c1ccc2c(c1)OCO2 | -13 | 154 | 13% | 8 | 82 | 74 | 13 | 154 | -12%
CCOc1ccc(N=c2scc(-c3ccc(OC)cc3)n2CCO)cc1 | -6 | 171 | / | 11 | 96 | 85 | 6 | 171 | /
Cc1nn(-c2ccccc2)c2nc(-c3ccncc3)cc(C(=O)NCc3ccco3)c12 | -6 | 115 | -50% | -12 | 31 | 44 | 6 | 115 | -8%
CC1CCCC(NC(=O)COC(=O)Cc2ccsc2)C1C (stereo not drawn) | -21 | 161 | 15% | / | / | / | 21 | 161 | -3%
O=[N+]([O-])c1ccc(Oc2ccc(F)cc2)c2ccncc12 | -4 | 174 | 34% | -36 | 24 | 60 | 4 | 174 | 5%
CCN(CC)C(=O)c1c2c(nc3ccccc13)-c1ccccc1CC2 | -5 | 174 | -19% | / | / | / | 5 | 174 | -3%
O=C(COC(=O)C(O)c1ccccc1)NC12CC3CC(CC(C3)C1)C2 (stereo not drawn) | / | / | 18% | 8 | 94 | 86 | / | / | 3%
COc1cccc(N(C(=O)c2ccco2)c2nc(-c3sc(NC(=O)c4ccco4)nc3C)cs2)c1 | -10 | 171 | -14% | / | / | / | 10 | 171 | -15%
COC(=O)c1cc(NC(=O)Nc2ccccc2OC)cc(C(=O)OC)c1 | -2 | 191 | 7% | / | / | / | 2 | 191 | -10%
Cc1ccc(Sc2c(C(=O)Nc3ccc(F)cc3F)c(C(F)(F)F)nn2C)cc1 | / | / | -5% | / | / | / | / | / | 5%
O=C(CSc1ncc(-c2ccccc2)n1-c1ccccc1)NCc1ccco1 | -34 | 110 | 6% | -12 | 73 | 85 | 34 | 110 | -9%
CCOC(=O)c1c(C)n(C)c2ccc(OCC(O)CN3CCC(C)CC3)cc12 (stereo not drawn) | 4 | 121 | -68% | 6 | 92 | 86 | -4 | 121 | 0%
CCOC(=O)c1nn(C23CC4CC(CC(C4)C2)C3)c2c1C(=O)N(c1ccc(C)cc1)C2=O | -5 | 111 | -14% | / | / | / | 5 | 111 | -7%
NC(=O)c1ccsc1NC(=O)COC(=O)Cc1cccc2ccccc12 | -17 | 130 | -26% | 17 | 93 | 75 | 17 | 130 | -107%
O=C(Nc1ccccc1)N1CCSCC1 | -3 | 100 | -8% | -3 | 101 | 104 | 3 | 100 | -5%
Cc1ccc(C)c(NS(=O)(=O)c2cc(Br)cnc2N)c1 | / | / | -5% | / | / | / | / | / | -4%
O=C(CSc1nccc(=O)[nH]1)Nc1ccc(S(=O)(=O)N2CCOCC2)cc1 | -20 | 125 | / | -8 | 86 | 94 | 20 | 125 | /
CC(NC(=O)C1(C)CC1(Br)Br)C(C)(C)C (stereo not drawn) | -9 | 176 | 18% | / | / | / | 9 | 176 | -12%

In a second layout: results already given
SMILES	IL1B NFkB inh	IL1B NFkB inh cell count 2 µM	PLAP inhibitors HTS	MRP reversal	MRP reversal cytotoxicity	MRP reversal with doxorubicin	IL1B NFkB pot	IL1B NFkB pot cell count 2 µM	Bcl-B displacement
CC(C(=O)NCc1cccs1)n1cccc1 (stereo not drawn)	1	94	10%	-1	87	88	-1	94	-5%
O=C(Nc1ncc(Cc2ccccc2)s1)c1cccs1	-7	203	14%	-3	69	72	7	203	-2%
O=C(Nc1ccccc1)c1ccc2c(c1)OCO2	-13	154	13%	8	82	74	13	154	-12%
CCOc1ccc(N=c2scc(-c3ccc(OC)cc3)n2CCO)cc1	-6	171	/	11	96	85	6	171	/
Cc1nn(-c2ccccc2)c2nc(-c3ccncc3)cc(C(=O)NCc3ccco3)c12	-6	115	-50%	-12	31	44	6	115	-8%
CC1CCCC(NC(=O)COC(=O)Cc2ccsc2)C1C (stereo not drawn)	-21	161	15%	/	/	/	21	161	-3%
O=[N+]([O-])c1ccc(Oc2ccc(F)cc2)c2ccncc12	-4	174	34%	-36	24	60	4	174	5%
CCN(CC)C(=O)c1c2c(nc3ccccc13)-c1ccccc1CC2	-5	174	-19%	/	/	/	5	174	-3%
O=C(COC(=O)C(O)c1ccccc1)NC12CC3CC(CC(C3)C1)C2 (stereo not drawn)	/	/	18%	8	94	86	/	/	3%

More entries
SMILES | IL1B NFkB inh | IL1B NFkB inh cell count 2 µM | PLAP inhibitors HTS | MRP reversal | MRP reversal cytotoxicity | MRP reversal with doxorubicin | IL1B NFkB pot | IL1B NFkB pot cell count 2 µM | Bcl-B displacement
O=C(c1ccc(N2CCNCC2)cc1)c1cccnc1 | 0 | 116 | 12% | 5 | 98 | 94 | 0 | 116 | -3%
CC(=O)Nc1ccc(NC(=O)/C(Cl)=C/c2ccccc2)cc1 | -13 | 167 | -8% | / | / | / | 13 | 167 | -17%
O=C(c1ccc(Cl)c(S(=O)(=O)Nc2ccc(F)cc2)c1)N1CCN(c2ccccn2)CC1 | 13 | 99 | -35% | -13 | 36 | 49 | -13 | 99 | -2%
N#Cc1nc(Cc2cccc3ccccc23)oc1N1CCCCC1 | -3 | 143 | 9% | 15 | 89 | 73 | 3 | 143 | -6%
O=C(O)Cc1nc2nc3c(c(=O)n2[nH]1)CCCC3 | / | / | -1% | -1 | 96 | 98 | / | / | 0%
Cc1n[nH]c(C)c1S(=O)(=O)N1CCC(C(=O)N2CCn3c2nc2ccccc23)CC1 | / | / | -210% | -23 | 84 | 106 | / | / | 21%
CCOc1ccc(CCNC(=O)CCCN2C(=O)c3ccccc3C2=O)cc1OCC | -13 | 157 | -14% | / | / | / | 13 | 157 | 2%
COc1ccc(N(CC(=O)NC2CCCC2)C(=O)Cn2nnc(-c3ccc(F)cc3)n2)cc1OC | -25 | 111 | 2% | -1 | 92 | 93 | 25 | 111 | 19%
O=C(O)C1CSCN1S(=O)(=O)c1cccc2nsnc12 (stereo not drawn) | / | / | 10% | -4 | 97 | 101 | / | / | -3%
COC(=O)c1[nH]c2ccc(Cl)cc2c1NC(=O)Oc1ccccc1 | 4 | 161 | -4% | / | / | / | -4 | 161 | -5%
S=c1[nH]nc(-c2cccnc2)o1 | 1 | 208 | 13% | 13 | 108 | 95 | -1 | 208 | -5%
COCCNC(=O)C1CCC(Cn2c(=S)[nH]c3ccccc3c2=O)CC1 (stereo not drawn) | -6 | 80 | 12% | -3 | 70 | 73 | 6 | 80 | 2%
Cc1oc(C(=O)Nc2ccc(C(=O)O)cc2)cc1COc1ccccc1 | -6 | 134 | -21% | 2 | 88 | 87 | 6 | 134 | 10%
COC(=O)c1ccc2[nH]c(C)cc(=O)c2c1 | -30 | 141 | -3% | 19 | 117 | 98 | 30 | 141 | 3%
COc1ccc(C(C(=O)NC2CCCCC2)N(C(=O)CCCC(=O)Nc2ccccn2)c2ccc3c(c2)OCCO3)cc1 (stereo not drawn) | 7 | 175 | -15% | / | / | / | -7 | 175 | -11%
COc1ccc2c(Cl)c(C(=O)NC3CCS(=O)(=O)C3)sc2c1 (stereo not drawn) | / | / | 16% | 25 | 73 | 48 | / | / | -11%
O=C(O)C1CCN(S(=O)(=O)N2CCOCC2)CC1 | -8 | 138 | 16% | -20 | 78 | 97 | 8 | 138 | 5%
COc1ccc(C(C(=O)NC2CCCCC2)N(Cc2cccs2)C(=O)Cc2c[nH]c3ccccc23)cc1OC (stereo not drawn) | -14 | 184 | -11% | / | / | / | 14 | 184 | -3%
COCCOC(=O)C1=C(C)NC(=O)NC1c1ccc(Cl)cc1 (stereo not drawn) | / | / | 12% | 0 | 102 | 102 | / | / | -4%
O=C(NCCN1CCOCC1)C1CCN(c2nc3ccccc3o2)CC1 | 9 | 96 | -9% | 9 | 96 | 87 | -9 | 96 | 1%
C=CCn1c(=O)c2ccccc2n2c(Sc3nnnn3-c3ccccc3)nnc12 | -21 | 185 | 2% | 18 | 51 | 34 | 21 | 185 | -8%
Cn1c(-c2ccc(F)cc2)cnc1NCc1ccc(C#N)cc1 | -9 | 126 | 5% | 8 | 73 | 65 | 9 | 126 | -7%
COc1ccccc1NS(=O)(=O)c1ccc(OC)c(OC)c1 | 9 | 108 | -24% | -18 | 83 | 101 | -9 | 108 | -2%
COc1ccccc1N1CCN(C/C=C/c2ccc(N(C)C)cc2)CC1 | / | / | -62% | -26 | 53 | 78 | / | / | 2%
Cc1cc(Nc2ccc(F)cc2C)n2nc(C)nc2n1 | 9 | 191 | -56% | 10 | 96 | 85 | -9 | 191 | 5%
COc1cccc(C2=NOC(C(=O)N3CCOCC3)C2)c1 (stereo not drawn) | 16 | 153 | -5% | -5 | 88 | 93 | -16 | 153 | -10%
Cc1oc2c(c(=O)c1C)C(=O)CC(c1ccccc1)C2 (stereo not drawn) | / | / | 7% | -2 | 101 | 103 | / | / | 3%
O=C(c1cccc(S(=O)(=O)N2CCOCC2)c1)N1CCCCCC1 | -19 | 149 | -12% | 3 | 88 | 85 | 19 | 149 | -11%
CCOC(=O)c1ccc2c(c1)nc(C1CCN(S(=O)(=O)c3cccs3)CC1)n2CC | -7 | 118 | -40% | -22 | 46 | 68 | 7 | 118 | -1%
CCOC(=O)/C(C#N)=C/c1ccc(OCC(=O)Nc2ccc(OC)cc2)c(OC)c1 | / | / | 3% | / | / | / | / | / | -2%
Cc1cc(SCC(=O)N/N=C/c2ccc(O)c(O)c2)c(C)cc1Br | 20 | 34 | -35% | -14 | 68 | 82 | -20 | 34 | 14%
Cc1ccc(C)n1-c1ccc2c(c1)COC2=O | 10 | 95 | 0% | -16 | 106 | 123 | -8 | 95 | -4%
Cn1nnnc1SCC(=O)N1CCN(c2ccc(Cl)cc2)CC1 | -7 | 86 | -7% | 11 | 103 | 92 | 7 | 86 | 3%
Cc1nn(C)c(C)c1CN(C)S(=O)(=O)c1ccc(F)cc1 | -11 | 145 | / | 16 | 98 | 82 | 11 | 145 | /
COc1cccc(NC(=O)CNC(C)CCC(C)C)c1 (stereo not drawn) | -13 | 174 | -43% | 0 | 103 | 103 | 13 | 174 | -3%
Cc1ccc(O)c(C(=O)c2cnc3c(c2)COc2ccc(C)cc2-3)c1 | -24 | 146 | / | -35 | 58 | 93 | 24 | 146 | /
COC(=O)c1ccccc1NC(=O)c1ccc(-c2ccccc2F)o1 | 12 | 120 | 7% | 0 | 13 | 13 | -12 | 120 | 3%
Cc1cc(C)cc(OCC(=O)N(Cc2cccs2)C2CCS(=O)(=O)C2)c1 (stereo not drawn) | 2 | 208 | -71% | 9 | 99 | 90 | -2 | 208 | -1%
COc1cccc(C(NC(=O)c2ccccc2F)NC(=O)c2ccccc2F)c1 | / | / | -10% | / | / | / | / | / | 2%
Cc1ccc(/C(N)=N/OC(=O)CCC2CCCCC2)cc1 | 11 | 160 | -6% | / | / | / | -11 | 160 | -11%
CC(C)(C)C1CCC2(CC1)C(Nc1cccc(C(F)(F)F)c1)=NC(=S)N2CC#N (stereo not drawn) | -1 | 121 | / | 7 | 91 | 83 | 1 | 121 | /

The list is partial; rates above refer to the full screens.
